# Screening results deposited in PubChem BioAssay by several laboratories.
# NCOA3 inh: inhibits human SRC3 coactivator | Q9Y6Q9 | HEK293 GAL4-SRC3 luciferase reporter, luminescence | inhibition, % at 3.6 µM | actives 0.17% (n = 360,000);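 active = inhibition above a per-campaign cutoff, the mean of all compounds plus 3 SD, cut at about 60% in these data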;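 note: 0% = DMSO-treated cells and 100% = gossypol-treated cells at 36 µM; higher means less SRC3-driven luciferase light from the GAL4 reporter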
# COUP-TFII inh: blocks human COUP-TFII nuclear receptor; inhibition, % at 8.6 µM; actives 0.7% (n = 370,000); HEK293T NGFI-A luciferase reporter, luminescence; P24468; AID 686940;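 active = inhibition above a per-plate cutoff, mean inhibition of test wells between control levels plus 3 SD, cut at about 38% in these data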;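 note: cells cotransfected with COUP-TFII expression vector driving the NGFI-A reporter; 0% = median of COUP-TF2 test wells and 100% = reporter-only cells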
# LRH-1 inv ag: inverse agonists of human LRH-1 (NR5A2); actives 0.13% (n = 360,000); HEK293T StAR-luciferase reporter, LRH-1 transfected, 24 h; O00482; inhibition, % at 3.6 µM; AID 602396;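 active = inhibition above the mean inhibition of all tested compounds plus 3 SD, cut at about 73% in these data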;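 note: 0% = DMSO wells and 100% = reporter-only cells lacking LRH-1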
# ABHD5 PLIN5 PPI: ABHD5-PLIN5 protein interaction inhibition; inhibition, % at 4 µM; actives 0.78% (n = 360,000); Split G. princeps luciferase complementation, luminescence, 4 h; Q00G26+Q8WTS1; AID 602281;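 active = inhibition above the mean inhibition across every tested compound plus 3 SD, cut at about 22% in these data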;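 note: 0% = DMSO only wells and the 100% control is not disclosed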
# TLR9-MyD88 inh: TLR9-MyD88 interaction inhibition | Q9NR96+Q99836 | CHO BLA complementation TLR9-MyD88, CCF4 FRET ratio | inhibition, % at 4.98 µM | actives 0.21% (n = 340,000) | AID 504734;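 active = inhibition above the mean over all tested compounds plus 3 SD, cut at about 21% in these data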;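 note: 0% = DMSO only wells and 100% = clavulanate BLA inhibitor control wells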
# Target sequence (Q99836 whole entry, looked up): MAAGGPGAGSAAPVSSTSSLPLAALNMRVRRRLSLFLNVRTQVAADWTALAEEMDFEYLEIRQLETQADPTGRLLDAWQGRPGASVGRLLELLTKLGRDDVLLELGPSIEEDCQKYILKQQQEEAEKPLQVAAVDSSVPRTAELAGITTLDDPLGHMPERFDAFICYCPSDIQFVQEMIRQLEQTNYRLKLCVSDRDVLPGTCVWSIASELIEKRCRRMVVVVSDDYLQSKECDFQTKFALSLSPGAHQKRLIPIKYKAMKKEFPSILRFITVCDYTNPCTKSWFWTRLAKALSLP
# Target sequence (Q9NR96 whole entry, looked up): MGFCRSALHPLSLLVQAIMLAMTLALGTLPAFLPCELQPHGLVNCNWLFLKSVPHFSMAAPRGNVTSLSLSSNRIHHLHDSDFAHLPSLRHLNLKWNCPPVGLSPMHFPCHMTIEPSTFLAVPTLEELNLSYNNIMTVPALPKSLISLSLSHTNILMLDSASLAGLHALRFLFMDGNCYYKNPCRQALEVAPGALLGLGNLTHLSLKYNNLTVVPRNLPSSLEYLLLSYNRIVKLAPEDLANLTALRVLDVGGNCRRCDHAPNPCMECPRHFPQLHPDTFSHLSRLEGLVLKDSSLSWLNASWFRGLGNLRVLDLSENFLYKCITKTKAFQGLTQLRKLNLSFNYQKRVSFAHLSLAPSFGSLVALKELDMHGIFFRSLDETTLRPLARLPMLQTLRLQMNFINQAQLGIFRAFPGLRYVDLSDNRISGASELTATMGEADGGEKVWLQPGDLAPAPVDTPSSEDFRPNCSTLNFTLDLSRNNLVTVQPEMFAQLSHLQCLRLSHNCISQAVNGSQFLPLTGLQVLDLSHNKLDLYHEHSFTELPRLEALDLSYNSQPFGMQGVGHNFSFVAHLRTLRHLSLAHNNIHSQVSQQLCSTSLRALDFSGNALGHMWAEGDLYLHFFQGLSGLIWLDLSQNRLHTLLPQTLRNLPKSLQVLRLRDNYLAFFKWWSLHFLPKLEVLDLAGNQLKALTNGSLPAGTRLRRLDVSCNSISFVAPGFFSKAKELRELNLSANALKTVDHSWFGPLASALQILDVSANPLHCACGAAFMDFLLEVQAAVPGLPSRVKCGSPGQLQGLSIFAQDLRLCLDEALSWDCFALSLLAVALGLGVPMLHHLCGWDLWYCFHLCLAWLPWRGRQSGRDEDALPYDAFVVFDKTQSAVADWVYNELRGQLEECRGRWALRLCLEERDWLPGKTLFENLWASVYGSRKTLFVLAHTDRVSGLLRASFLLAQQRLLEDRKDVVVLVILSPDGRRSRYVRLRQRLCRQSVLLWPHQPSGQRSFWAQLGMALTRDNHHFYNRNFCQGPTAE
# TROY signal inh: blocks TROY-dependent signaling in reporter cells; Q293 LMP1-TROYcd NF-kB luciferase reporter, 4 h; inhibition, % at 10 µM; actives 0.98% (n = 360,000);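 active = compounds whose plate-normalised and pattern-corrected inhibition of the luciferase reporter signal at the single screening dose is 50% or more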
# NOD2 RIPK2 PPI: blocks binding of human NOD2 to RIPK2. CHO BLA complementation NOD2-RIPK2, CCF4 ratio. inhibition, % at 4.98 µM. actives 0.38% (n = 360,000). AID 624267; in the data active = inhibition above about 21%;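 note: 0% = vehicle only and 100% = reference blocker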
# NCOA1 inh: inhibitors of human steroid receptor coactivator 1 (SRC1); Q15788; HEK293 GAL4-SRC1 luciferase reporter, luminescence; inhibition, % at 3.6 µM; actives 0.12% (n = 360,000);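 active = inhibition above the campaign mean plus 3 SD, with each screening campaign given its own cutoff, cut at about 60% in these data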;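 note: 0% = DMSO treated cells and 100% = gossypol at 36 µM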
# Exocytosis inh: blocks lytic granule exocytosis | TALL-104 LAMP-1 surface exposure, flow cytometry; cells stimulated with thapsigargin and PMA | inhibition, % at 10 µM | actives 0.66% (n = 360,000) | AID 651702;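 active = inhibition above about 55%, limit read from the data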
# TWEAK-Fn14 inh: TWEAK-Fn14 signaling inhibition. TWEAK-stimulated Fn14 reporter cells, luciferase luminescence, 8 h. inhibition, % at 10 µM. actives 2% (n = 360,000). AID 1159606; in the data active = inhibition above about 50%
# SRC2 inh: human SRC2 (NCOA2) inhibition. Q15596. inhibition, % at 9 µM. AID 651957. HEK293 GAL4-SRC2 luciferase reporter, luminescence. actives 0.17% (n = 370,000);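 active = inhibition above the mean inhibition of all tested compounds plus 3 SD, set per campaign, cut at about 52% in these data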;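 note: 0% = DMSO treated cells and 100% = cells given Gossypol at 36 µM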
# Starred values were filed as active, the others as inactive; nt = not tested or not shown.
SMILES,NCOA3 inh,COUP-TFII inh,LRH-1 inv ag,ABHD5 PLIN5 PPI,TLR9-MyD88 inh,TROY signal inh,NOD2 RIPK2 PPI,NCOA1 inh,Exocytosis inh,TWEAK-Fn14 inh,SRC2 inh
COc1ccc(CCNC(=O)c2cnc3ccccn3c2=O)cc1,-55,-28,-3,-1,1,-15,-6,-10,0,6,4
Cc1cccc(C(=O)NCC(=O)NCCSc2ccc(Br)cc2)c1,5,12,0,0,6,-11,1,6,-2,-1,-8
Cc1cc(=O)n2[nH]c(-c3ccccc3)cc2n1,-12,-6,-42,2,0,-39,-2,-27,-2,-11,-9
COC(=O)[C@]1(C)N[C@H](CN(C)C(C)=O)[C@@H]2C(=O)N(Cc3ccccc3)C(=O)[C@@H]21,-7,-7,4,1,2,-3,12,2,-2,1,13
COc1cc(OC)cc(C(=O)NCC(=O)N2CCN(c3ccc(O)cc3)CC2)c1,1,1,0,7,3,18,-10,10,2,-2,-5
Cc1cccc(Nc2c([N+](=O)[O-])c(=O)n(C)c3ccccc23)c1,-37,18,6,1,-8,7,-1,0,0,10,26
CC(=O)C1=C(O)C(=O)N(Cc2ccccc2)C1c1ccc(F)cc1 (stereo not given),12,-10,17,-5,0,3,3,13,-2,4,1
COc1ccc(NS(=O)(=O)NC(=O)c2c(C)n(C)c3ccccc23)cc1,3,-22,22,12,0,-11,-13,2,14,3,-10
COc1ccc(C2=NOC(C(=O)N3CCOCC3)C2)cc1OC (stereo not given),-16,-1,-16,-2,-7,17,-9,-11,-1,-5,-22
CCOC(=O)C(=CNc1cc(Cl)c(-c2ccco2)c(Cl)c1)C(=O)OCC,6,16,7,0,3,18,-3,-12,10,-25,20
CS(=O)(=O)N(Cc1ccccc1)c1ccc(C(=O)Nc2ccc3c(c2)OCO3)cc1,9,-5,-11,5,0,-11,0,3,12,10,-4
COc1ccc(-c2n[nH]c3c2CN(C(=O)c2ccccc2)CC3)cc1,5,0,31,1,0,10,-4,-10,-5,17,1
CCN1C(=O)N[C@@H](c2cccc(C(F)(F)F)c2)C(C(=O)OC)=C1C,18,-5,-13,13,-4,-7,11,0,-2,14,10
Cc1c(C)c2ccc(OCC(=O)N3CCN(c4ccc(F)cc4)CC3)c(C)c2oc1=O,2,-9,1,-4,7,18,2,3,12,-1,1
CCn1c2ccccc2c2cc(NC(C)=O)ccc21,2,-5,4,-1,4,1,-11,8,-5,-4,8
CSc1nnc(N2C(=O)C(O)=C(C(=O)c3ccco3)C2c2ccc(F)cc2)s1 (stereo not given),-24,-29,-42,-11,11,-27,0,-28,-6,-1,-67
CCOC(=O)/C(=N\Nc1ccccc1Cl)N1CCN(c2ccccc2OC)CC1,22,5,4,-10,-7,3,-15,-6,0,-13,14
CCCOc1c(OC)cc(Cl)cc1C1NC(=O)NC(C)=C1C(=O)NCc1ccccc1 (stereo not given),-9,-1,-22,-5,2,9,-8,1,-2,10,1
CN(Cc1ccccc1Cl)C(=O)C1CCC(=O)N(CCc2cccc(F)c2)C1 (stereo not given),-2,12,5,3,-14,4,-7,-24,-2,30,-1
CN(C)c1nnnn1Cc1ccc(Cl)cc1Cl,12,19,13,2,4,10,-3,-3,-3,7,12
S=C1NCN(Cc2ccco2)CN1c1cccc2ccccc12,22,14,15,-11,-3,4,-5,5,-21,-6,4
C=CCn1c(NC(C)c2cc(Cl)ccc2O)nc2ccccc21 (stereo not given),-29,9,0,6,0,24,-4,-7,9,29,5
CCCCN=C(C)C1=C(O)CSC1=O,12,6,2,-3,0,-13,2,-4,-13,-26,1
CCCCCCCCN1C(=O)[C@H](CC(=O)N2CCN(C(=O)OCC)CC2)C[C@@]2(C(=O)OC)CC(C)(C)CC=C12,nt,10,-4,6,nt,nt,0,nt,1,nt,1

# An excerpt of these results, with bars between the fields:
smiles | NCOA3 inh | COUP-TFII inh | LRH-1 inv ag | ABHD5 PLIN5 PPI | TLR9-MyD88 inh | TROY signal inh | NOD2 RIPK2 PPI | NCOA1 inh | Exocytosis inh | TWEAK-Fn14 inh | SRC2 inh
CCCOc1c(OC)cc(Cl)cc1C1NC(=O)NC(C)=C1C(=O)NCc1ccccc1 (stereo not given) | -9 | -1 | -22 | -5 | 2 | 9 | -8 | 1 | -2 | 10 | 1
CN(Cc1ccccc1Cl)C(=O)C1CCC(=O)N(CCc2cccc(F)c2)C1 (stereo not given) | -2 | 12 | 5 | 3 | -14 | 4 | -7 | -24 | -2 | 30 | -1

# New compounds follow.
SMILES,NCOA3 inh,COUP-TFII inh,LRH-1 inv ag,ABHD5 PLIN5 PPI,TLR9-MyD88 inh,TROY signal inh,NOD2 RIPK2 PPI,NCOA1 inh,Exocytosis inh,TWEAK-Fn14 inh,SRC2 inh
Cc1cc(C)cc(-c2nc(-c3ccncc3)no2)c1,-68,-34,-65,-3,-7,-50,-1,-41,-2,-86,-46
Cc1ccc(SC(C)C(=O)NCc2cccnc2)cc1 (stereo not given),-15,6,0,-6,-10,3,-9,-9,0,14,-24
CCCCn1c(N)c(N(CC)C(=O)c2cc(C)cc(C)c2)c(=O)[nH]c1=O,7,-1,0,3,-1,-3,-1,9,4,11,-36
COc1ccc(C(=O)N(C)Cc2ccc(C)o2)cc1OC1CCN(C(C)=O)CC1,11,-2,14,5,-3,-22,-11,-13,-1,25,20
Clc1ccc(Nc2c3c(nc4ncnn24)CCC3)cc1,-30,5,-5,-8,0,14,2,1,0,-17,19
COc1ccc([C@H]2C[C@H](n3cc(COC(=O)c4ccccc4)nn3)[C@@H](O)CN2CC2CCCCC2)cc1,-20,-2,2,1,-12,-10,0,-2,2,-4,6
CCn1nnc(NC(=O)c2ccco2)n1,-4,-1,-2,3,-1,-8,-2,-24,-15,-9,-30
CC(=O)c1c(C)n(CC(=O)NCc2ccco2)c2ccccc12,10,-6,-3,0,-16,-17,-6,4,10,5,-14
Cc1ccc(C(=O)N2CCN(S(=O)(=O)c3ccc(Br)cc3)CC2)o1,-2,-1,14,0,2,13,-5,3,2,12,-13
COc1ccc(/C=C/C(=O)NNc2cc(=O)n(C)c(=O)n2C)cc1OC,19,-1,7,0,-7,3,-2,-7,2,-4,-6
Brc1cccc(CNCc2cccs2)c1,4,-3,4,8,-2,3,2,7,2,-12,-14
Cc1ccc(S(=O)(=O)N2CCOCC2)cc1C(=O)OCC(=O)NCCc1ccc(F)cc1,18,20,-4,3,-7,5,-3,-8,2,-18,-14
CCOC(=O)CN(C(=O)CSc1nnc(-c2ccncc2)n1CCCOC)c1ccccc1,-16,-16,9,0,-4,58*,-4,-2,1,-10,-17
O=C(COc1nsnc1N1CCOCC1)Nc1ccc(Br)cc1,7,-2,-7,1,9,3,4,-59,1,-4,14
O=C(NC(=S)Nc1cc(-c2nc3ccccc3[nH]2)ccc1Cl)c1ccc2c(c1)OCO2,-38,-8,-131,3,-14,53*,-14,-96,-2,87*,-58
C/C(CC(C)C)=N\NC(=O)Nc1ccccc1,-15,-12,-9,-2,2,24,-22,-17,-2,-2,-19
COc1cc(C(=O)Nc2ccc3c(c2)C(=O)N(CCC(=O)O)C3=O)cc(OC)c1OC,-9,-15,8,-1,5,7,4,-25,-1,2,-2
COc1ccc(/C=N/n2cnnc2SCc2ccccc2)cc1,-6,4,-12,-5,2,-20,5,-39,-1,-29,7
O=c1[nH]c(CSc2nnc(COc3ccccc3)n2-c2ccccc2)nc2ccccc12,7,nt,28,5,-2,-9,-7,-35,9,-1,nt
COc1ccccc1NC(=O)Nc1nc(CC(=O)Nc2ccccc2F)cs1,-32,-4,-17,-6,-1,-3,-18,-2,10,0,-14
COc1ccc(N2CCN(C(=O)c3ccc(COc4ccc([N+](=O)[O-])cc4)o3)CC2)cc1,26,18,23,5,-14,27,0,-17,5,51*,-12
Cc1ccc2c(N)c(C)ccc2c1,-17,0,-20,-22,9,3,-7,-16,4,-9,6
O=C1Nc2cc(Cl)c(Cl)cc2N(O)N1c1ccccc1Cl,-7,7,-6,-4,4,7,4,-12,0,6,-14
N/C(=N\OC(=O)c1ccc(Cl)cc1[N+](=O)[O-])c1cccnc1,-44,-13,-58,-2,2,-38,-1,-58,-14,-30,-9
CC(O)(c1cccs1)C(C(=O)O)c1ccccc1 (stereo not given),-9,9,-5,-1,0,-10,-1,-3,36,11,-33
Cc1onc(-c2ccccc2Cl)c1C(=O)N1CCN(c2cccc(Cl)c2)CC1,0,6,4,-4,2,34,-7,11,-1,11,10
O=C(CCCCl)NC(=S)Nc1ccc(CN2CCOCC2)cc1,-22,-22,-10,4,-4,5,-8,-27,0,-2,-16
CC(C)(C)c1nnc(NC(=O)c2cccnc2Cl)s1,0,-4,-4,0,-4,-33,-6,-62,-2,12,-29
N#Cc1ccsc1NC(=O)COC(=O)c1ccc2ccccc2c1,-35,-25,-74,-5,-8,-72,-6,-37,13,-18,-24
O=S1(=O)CCC(n2nccc2-c2ccccc2)C1 (stereo not given),1,0,7,4,2,4,3,-5,-5,6,5
Cc1cccc(C(=O)Nc2nnc(S(=O)(=O)N(C)Cc3ccco3)s2)c1,-8,1,5,7,-7,-15,2,10,-1,40,-12
COc1ccccc1CNC(=O)[C@H](C)NC(=O)C1CCN(C(=O)[C@@H](N)CCSC)CC1,-14,4,1,-1,-14,-5,-1,-6,2,-17,-11
COC(=O)c1ccccc1NC(=O)/C=C/c1ccco1,-16,-20,-15,7,-24,2,-4,-14,-1,-6,-24
C=CCOC(=O)C1=C[C@H](c2ccc(Br)cc2)C[C@H](OCc2ccc(CO)cc2)O1,-19,2,-13,-3,-4,-21,-14,3,0,-19,2
O=C1NC(c2cccc3ccccc23)Nc2ccccc21 (stereo not given),-10,-60,9,1,-4,-18,10,-11,-2,-4,7
O=C(C1CC1)N1CCc2cc(Br)c(S(=O)(=O)N3CCCCCC3)cc21,-10,21,-17,-3,-1,9,-10,-6,0,8,4
CCSc1nnc(NC(=O)c2ccco2)s1,-1,-21,-23,2,-6,-47,-3,-92,-2,6,4
CCOC(=O)C1(Cc2cccc(OC)c2)CCCN(Cc2c(C)nn(C(C)C)c2C)C1 (stereo not given),16,4,11,7,-1,-5,-7,-11,-2,11,-14
C1CCC2=NCCCN2CC1,12,1,10,-1,0,-13,-4,4,-5,-8,-27
O=C(c1ccco1)N1CCN(Cc2cc(=O)c(OCc3cccc(Cl)c3)co2)CC1,12,-8,-15,-1,0,-7,3,-5,-4,0,2
Cc1cccc(OCC(=O)NNC(=O)Cn2c(=O)cnc3ccccc32)c1,1,-8,18,-4,11,0,-9,-19,1,-10,-5
CS(=O)(=O)Nc1ccc(C(=O)NCc2ccco2)cc1,8,17,20,1,-1,-9,-2,-7,-1,-6,-19
COc1ccccc1OCCn1cc(/C=N/NC(=O)c2ccncc2)c2ccccc21,7,12,3,-3,-3,-24,9,4,3,-1,20
O=C(COC(=O)c1ccc(Cl)c(S(=O)(=O)N2CCCC2)c1)NC1CCCC1,7,-11,8,-9,4,1,-8,0,-1,-4,-15
Cn1c(=O)c2c(ncn2CC(=O)N/N=C/C=C/c2ccco2)n(C)c1=O,12,16,11,31*,3,-21,-6,7,-5,0,-9
O=C(Cc1cccs1)NCCn1ccc2ccccc21,-3,8,25,-2,-2,2,2,-13,-1,9,1
F[B-](F)(F)c1cc2ccccc2s1,-8,-16,15,-4,-15,1,3,-5,7,1,-32
CCOC(=O)N1CCN(C(=O)c2cccc(-n3c(=S)[nH]c4cc(Cl)ccc4c3=O)c2)CC1,6,16,-6,-5,0,-19,-6,9,3,5,-18

# The list is partial, so the mix of outcomes need not match the whole.
